Screening data as filed in PubChem.
TcdB GH inh: inhibitors of Clostridioides difficile toxin B glycohydrolase | P18177 | TcdB glycohydrolase enzymatic assay, plate reader | inhibition, % at 9.99 µM | 350,000 compounds, 0.24% hits | AID 652162; in the data active means inhibition above about 10%
PfHsp40 yeast: restores yeast growth despite PfHsp40 toxicity; growth rescue, % at 12.5 µM; 340,000 compounds, 0.68% hits; S. cerevisiae expressing PfHsp40, growth rescue, ATP luminescence; AID 504582; in the data active means growth rescue above about 28%, passing the limit was not always enough;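 further: yeast W303a lacking pdr1 and pdr3 grown in galactose medium; growth measured after three days at 30 °C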
BH1578 lux ind: quorum light induction in luxS cqsA deficient V. cholerae | AID 588436 | 350,000 compounds, 0.16% hits | activation, % at 18.7 µM | V. cholerae BH1578 lux reporter, luminescence, 6 h; in the data active means activation mostly above about 9.7%, no sharp cut-off; further: not every result past the cut was called active; inactives centre near 0; reference of the scale not given here
FadD28 FP inh: blocks FadD28 binding to the bisubstrate probe; fluorescence polarization; inhibition, % at 12.5 µM; 360,000 compounds, 0.22% hits; AID 588549; in the data active means inhibition above about 8.5%, passing the limit was not always enough
FBA Mtb inh: inhibitors of M. tuberculosis fructose-bisphosphate aldolase. P9WQA3. purified M. tuberculosis FBA, fluorescence read-out. inhibition, % at 1 µM. 360,000 compounds, 2.3% hits. AID 588726; in the data active means inhibition above about 27%;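 further: 0% = vehicle and 100% = reference inhibitor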
Target sequence (P9WQA3 whole entry, looked up): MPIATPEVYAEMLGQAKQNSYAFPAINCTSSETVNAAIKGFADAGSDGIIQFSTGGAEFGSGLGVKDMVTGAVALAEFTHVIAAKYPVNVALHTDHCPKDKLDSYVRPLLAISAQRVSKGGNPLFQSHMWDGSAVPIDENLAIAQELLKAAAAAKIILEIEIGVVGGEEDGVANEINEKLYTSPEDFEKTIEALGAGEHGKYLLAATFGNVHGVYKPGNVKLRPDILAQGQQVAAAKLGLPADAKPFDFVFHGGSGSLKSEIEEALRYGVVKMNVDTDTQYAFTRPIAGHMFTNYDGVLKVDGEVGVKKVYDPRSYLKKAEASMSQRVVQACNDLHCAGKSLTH
UGM FP inh: blocks M. tuberculosis UGM enzyme; P9WIQ1; purified UGM, fluorescence polarization probe displacement; inhibition, % at 10 µM; 320,000 compounds, 0.06% hits; AID 504406; in the data active means inhibition above about 10%, passing the limit was not always enough
Target sequence (P9WIQ1 whole entry, looked up): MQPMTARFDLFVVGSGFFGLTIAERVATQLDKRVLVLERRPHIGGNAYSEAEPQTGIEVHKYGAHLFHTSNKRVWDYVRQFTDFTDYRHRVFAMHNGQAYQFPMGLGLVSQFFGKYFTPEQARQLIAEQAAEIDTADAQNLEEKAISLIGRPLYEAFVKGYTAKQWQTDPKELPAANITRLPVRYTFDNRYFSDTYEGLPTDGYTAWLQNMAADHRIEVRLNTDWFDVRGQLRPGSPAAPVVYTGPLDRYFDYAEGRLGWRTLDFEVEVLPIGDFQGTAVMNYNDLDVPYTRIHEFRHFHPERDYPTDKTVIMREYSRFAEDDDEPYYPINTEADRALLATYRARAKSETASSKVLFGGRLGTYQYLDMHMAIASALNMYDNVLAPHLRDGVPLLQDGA
Y pestis TopoI: inhibitors of Yersinia pestis topoisomerase I. 360,000 compounds, 0.064% hits. activity, % at 10 µM. AID 504884. Y. pestis Topo-I cleavage product accumulation, plate reader; in the data active means activity above about 50%, passing the limit was not always enough; further: inactives centre near 2
BioA inh: BioA (M. tuberculosis) enzyme inhibition. purified M. tuberculosis BioA enzyme, plate reader. inhibition, % at 9.99 µM. 360,000 compounds, 0.096% hits. AID 602481; in the data active means inhibition above about 40%
GDH-TPI counter: inhibits GDH-TPI coupling enzymes, artifact for Mtb FBA screen; AID 588335; GDH-TPI coupled enzyme counterscreen, NADH absorbance; inhibition, % at 4.8 µM; 360,000 compounds, 1.2% hits; in the data active means inhibition above about 30%;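 further: 0% = DMSO wells and 100% = wells lacking the enzyme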
Active calls of the source: *.

Results for CCOC(=O)c1c(C)[nH]c(C(=O)CN2C(=O)NC(CC)(c3ccccc3)C2=O)c1C (stereo unspecified) ?
PfHsp40 yeast: -0.4; BH1578 lux ind: inactive; FadD28 FP inh: 0.3; FBA Mtb inh: 3; UGM FP inh: -0.4; Y pestis TopoI: 8; BioA inh: 1.4; GDH-TPI counter: 6

What do the screens show for `O=C(CN1CCN(CC(=O)Nc2ccccc2Cl)CC1)Nc1ccc2c(c1)OCCO2`?
PfHsp40 yeast: 1.3; BH1578 lux ind: inactive; FadD28 FP inh: 0.4; FBA Mtb inh: 6; UGM FP inh: -0.5; Y pestis TopoI: -3; BioA inh: 5.4; GDH-TPI counter: -3

What do the screens show for `Cc1ccc(C(=O)OCc2nnc(-c3ccccc3)o2)cc1S(=O)(=O)N1CCOCC1`?
TcdB GH inh: 1.1; PfHsp40 yeast: 1.4; BH1578 lux ind: -1.2; FadD28 FP inh: -3.0; FBA Mtb inh: -1; UGM FP inh: 0.0; Y pestis TopoI: 20; BioA inh: 0.5; GDH-TPI counter: 5

How did COc1ccc2c(c1)c(C(=O)O)c(C)n2CC(C)C do in these assays?
TcdB GH inh: -1.1; PfHsp40 yeast: -1.4; BH1578 lux ind: -7.1; FadD28 FP inh: -2.8; FBA Mtb inh: 4; UGM FP inh: 0.6; Y pestis TopoI: 1; BioA inh: -2.2; GDH-TPI counter: 11

Results for Cc1ccc(-n2nc3cc(C)c(NC(=O)c4cccnc4)cc3n2)cc1 ?
PfHsp40 yeast: -0.2; BH1578 lux ind: -0.2; FadD28 FP inh: 1.5; FBA Mtb inh: 5; UGM FP inh: 0.7; Y pestis TopoI: -9; GDH-TPI counter: 15

What do the screens show for `CC(=O)c1c(C)[nH]c(C(=O)OCC(=O)NCc2ccccc2)c1C`?
TcdB GH inh: 0.3; BH1578 lux ind: -0.2; FadD28 FP inh: -4.7; FBA Mtb inh: -2; Y pestis TopoI: 5; BioA inh: 5.7; GDH-TPI counter: -4

What do the screens show for `O=C(Cc1ccc(F)cc1)Nc1nnc(SCC(=O)NC2CCCC2)s1`?
TcdB GH inh: -0.4; PfHsp40 yeast: -1.9; BH1578 lux ind: -0.7; FadD28 FP inh: -1.9; FBA Mtb inh: -1; UGM FP inh: -0.3; Y pestis TopoI: 3; GDH-TPI counter: 1

How did O=C(CSS(=O)(=O)O)N1CCN(C(=O)c2ccoc2)CC1 do in these assays?
TcdB GH inh: -1.1; PfHsp40 yeast: -3.8; BH1578 lux ind: inactive; FadD28 FP inh: -1.7; FBA Mtb inh: 4; UGM FP inh: 0.0; Y pestis TopoI: 2; GDH-TPI counter: 0

What do the screens show for `COc1ccc(CN(CCN(C)C)Cc2ccccc2)c(OC)c1`?
PfHsp40 yeast: -0.7; BH1578 lux ind: 5.6; FadD28 FP inh: -4.0; FBA Mtb inh: 2; UGM FP inh: -1.0; Y pestis TopoI: 4; BioA inh: -2.1; GDH-TPI counter: -4

How did Cc1cc(OCC(=O)NNC(=O)CCc2ccccc2)ccc1Br do in these assays?
TcdB GH inh: -0.4; PfHsp40 yeast: 0.6; BH1578 lux ind: -0.3; FadD28 FP inh: -3.1; FBA Mtb inh: -5; UGM FP inh: -1.3; Y pestis TopoI: -2; BioA inh: 0.0; GDH-TPI counter: -2

Results for CCOC(=O)c1cc(S(=O)(=O)N2CCN(C(=O)OCC)CC2)cn1C ?
PfHsp40 yeast: 0.7; BH1578 lux ind: 3.4; FadD28 FP inh: -1.2; FBA Mtb inh: 0; UGM FP inh: 2.3; Y pestis TopoI: 1; BioA inh: 0.0; GDH-TPI counter: 6

Results for O=[N+]([O-])c1ccc(-c2csc(Nc3ccccc3)[n+]2Cc2ccccc2)cc1 ?
PfHsp40 yeast: 1.4; BH1578 lux ind: -0.2; FadD28 FP inh: 1.4; FBA Mtb inh: -2; UGM FP inh: 1.1; Y pestis TopoI: 6; BioA inh: -3.1; GDH-TPI counter: 6

How did COc1ccc(C(=O)COC(=O)Cc2n[nH]c(=O)c3ccccc23)c(OC)c1 do in these assays?
TcdB GH inh: 2.4; PfHsp40 yeast: -1.8; BH1578 lux ind: inactive; FadD28 FP inh: -0.7; FBA Mtb inh: 3; UGM FP inh: -1.5; Y pestis TopoI: 18; BioA inh: -1.1; GDH-TPI counter: 2

Results for Cc1cccc(C(=O)N[C@H](C(=O)Nc2cccc(S(=O)(=O)N3CCCC3)c2)C(C)C)c1 ?
TcdB GH inh: 2.5; PfHsp40 yeast: -0.5; BH1578 lux ind: inactive; FadD28 FP inh: -2.2; FBA Mtb inh: 1; UGM FP inh: 0.4; Y pestis TopoI: 1; GDH-TPI counter: -3

Results for Cc1ccc(C23CC4CC(CC(C(=O)NCC(=O)O)(C4)C2)C3)cc1 ?
TcdB GH inh: -3.2; PfHsp40 yeast: 1.1; BH1578 lux ind: inactive; FadD28 FP inh: -2.0; FBA Mtb inh: 3; UGM FP inh: -0.5; Y pestis TopoI: 4; BioA inh: 0.6; GDH-TPI counter: 14

How did Cc1cc(C)c(C#N)c(N2CCCC2)n1 do in these assays?
TcdB GH inh: -0.9; PfHsp40 yeast: 0.7; BH1578 lux ind: -9.2; FadD28 FP inh: 0.9; FBA Mtb inh: 30*; UGM FP inh: -2.0; Y pestis TopoI: 5; BioA inh: -0.2; GDH-TPI counter: 13

What do the screens show for `CCOC(=O)CN1C(=O)S/C(=C/C=C/c2ccc(N(C)C)cc2)C1=O`?
PfHsp40 yeast: -1.1; BH1578 lux ind: inactive; FadD28 FP inh: -2.0; FBA Mtb inh: -6; UGM FP inh: 1.6; Y pestis TopoI: 1; GDH-TPI counter: -3

How did FC(F)(F)c1cc(CCN2CCNC[C@H]2Cc2cccc3ccccc23)cc(C(F)(F)F)c1 do in these assays?
TcdB GH inh: 11*; PfHsp40 yeast: -1.9; BH1578 lux ind: inactive; FadD28 FP inh: -26; FBA Mtb inh: 1; UGM FP inh: 1.0; Y pestis TopoI: -15; BioA inh: -1.9; GDH-TPI counter: 2

Results for CCOC(=O)C1CCCN(C(=O)c2ccc(NC(=O)CC3SC(N4CCCC4)=NC3=O)cc2)C1 (stereo unspecified) ?
TcdB GH inh: 1.0; PfHsp40 yeast: 17; BH1578 lux ind: inactive; FadD28 FP inh: -2.7; FBA Mtb inh: -1; UGM FP inh: 4.0; Y pestis TopoI: 16; GDH-TPI counter: -1

How did COc1ccc(NC(=O)CC2C(=O)N(c3ccccc3)C(=O)N2CCc2cccs2)cc1 (stereo unspecified) do in these assays?
TcdB GH inh: 1.4; PfHsp40 yeast: -0.5; BH1578 lux ind: -0.2; FadD28 FP inh: -4.5; FBA Mtb inh: -2; Y pestis TopoI: 9; BioA inh: 1.2; GDH-TPI counter: -10

How did CSc1nsc(SC)c1NC(=O)Nc1ccccn1 do in these assays?
PfHsp40 yeast: 0.1; BH1578 lux ind: inactive; FadD28 FP inh: 0.8; FBA Mtb inh: 4; UGM FP inh: -4.4; Y pestis TopoI: -8; BioA inh: -3.0; GDH-TPI counter: 23

Results for COc1ccccc1CN1C(=O)CN(C2CCCCCC2)C(=O)C1c1ccc(F)cc1 (stereo unspecified) ?
PfHsp40 yeast: -0.1; BH1578 lux ind: -0.4; FadD28 FP inh: -0.8; FBA Mtb inh: 0; UGM FP inh: -2.2; Y pestis TopoI: 37; BioA inh: 1.5; GDH-TPI counter: 2

What do the screens show for `Cn1c(=O)c2c(nc3n2CC(COc2ccc(Cl)cc2)O3)n(C)c1=O` (stereo unspecified)?
TcdB GH inh: 1.3; PfHsp40 yeast: 0.3; BH1578 lux ind: -1.2; FadD28 FP inh: -1.2; FBA Mtb inh: -1; UGM FP inh: 1.3; Y pestis TopoI: 1; BioA inh: 1.4; GDH-TPI counter: 2

Results for O=C(O)C1C2C=CC(C2)C1C(=O)Nc1cccc(C(=O)N2CCCCC2)c1 (stereo unspecified) ?
TcdB GH inh: 0.9; PfHsp40 yeast: -0.5; BH1578 lux ind: -1.9; FadD28 FP inh: 0.0; FBA Mtb inh: 1; UGM FP inh: 1.8; Y pestis TopoI: 5; BioA inh: -2.0; GDH-TPI counter: 9

What do the screens show for `Cc1ccccc1C(=O)NCC(c1ccco1)N1CCc2ccccc21` (stereo unspecified)?
TcdB GH inh: 0.6; PfHsp40 yeast: -1.5; BH1578 lux ind: inactive; FadD28 FP inh: -0.9; FBA Mtb inh: 1; UGM FP inh: 1.2; Y pestis TopoI: -12; GDH-TPI counter: -5

What do the screens show for `C[C@@]12CCC[C@@](C)(C(=O)O)C1CC[C@@]13C[C@@H](NCc4ccccc4)[C@@](C)(CCC12)C3` (stereo partly specified)?
TcdB GH inh: 0.9; PfHsp40 yeast: -1.5; BH1578 lux ind: inactive; FadD28 FP inh: -0.9; FBA Mtb inh: 0; UGM FP inh: 3.7; Y pestis TopoI: 25; BioA inh: 0.0; GDH-TPI counter: 1

Results for CCCCCCN1C[C@H](n2cc(-c3ccc(F)cc3)nn2)[C@@H](O)C[C@@H]1c1ccccc1 ?
TcdB GH inh: -0.4; BH1578 lux ind: inactive; FadD28 FP inh: -1.7; FBA Mtb inh: -1; Y pestis TopoI: 5; BioA inh: -1.5; GDH-TPI counter: -1

What do the screens show for `CC(CNC(=O)c1ccc(NC2=NC3CS(=O)(=O)CC3S2)cc1)c1ccccc1` (stereo unspecified)?
TcdB GH inh: 0.4; PfHsp40 yeast: 0.8; BH1578 lux ind: -1.2; FadD28 FP inh: -0.2; FBA Mtb inh: 0; UGM FP inh: 1.8; Y pestis TopoI: -3; BioA inh: 0.0; GDH-TPI counter: 8

Results for Cn1nc(C(F)(F)F)c(-c2ccc(Br)cc2)c1NC(=O)c1ccco1 ?
TcdB GH inh: 1.6; PfHsp40 yeast: 2.6; BH1578 lux ind: inactive; FadD28 FP inh: -2.2; FBA Mtb inh: 4; UGM FP inh: -2.3; Y pestis TopoI: -8; BioA inh: -3.3; GDH-TPI counter: 6

How did Nc1nc(-c2ccccc2)c(-c2ccccc2)n1N do in these assays?
TcdB GH inh: 0.7; PfHsp40 yeast: -1.3; BH1578 lux ind: inactive; FadD28 FP inh: -3.5; FBA Mtb inh: 3; UGM FP inh: 2.9; Y pestis TopoI: 2; GDH-TPI counter: 0

What do the screens show for `CCn1c(SCC(=O)NCc2ccccc2)nc2ccccc2c1=O`?
TcdB GH inh: 0.9; PfHsp40 yeast: -0.1; BH1578 lux ind: -3.2; FadD28 FP inh: -5.0; FBA Mtb inh: 1; UGM FP inh: 0.3; Y pestis TopoI: -2; GDH-TPI counter: 0

How did CC1Cc2nc(SCC(=O)Nc3ccc4c(c3)OCO4)n(Cc3ccccc3)c(=O)c2S1 (stereo unspecified) do in these assays?
PfHsp40 yeast: 0.2; BH1578 lux ind: inactive; FadD28 FP inh: 2.1; FBA Mtb inh: 6; UGM FP inh: -0.7; Y pestis TopoI: 0; BioA inh: 0.4; GDH-TPI counter: 16

Results for COC(=O)[C@H](C)NC(=O)Nc1cccc(C(F)(F)F)c1 ?
PfHsp40 yeast: 0.5; BH1578 lux ind: -0.1; FadD28 FP inh: -1.3; FBA Mtb inh: 2; UGM FP inh: -1.2; Y pestis TopoI: 5; BioA inh: -3.4; GDH-TPI counter: -9

An excerpt from above in order of formula weight, low to high.
How did Nc1nc(-c2ccccc2)c(-c2ccccc2)n1N do in these assays?
TcdB GH inh: 0.7; PfHsp40 yeast: -1.3; BH1578 lux ind: inactive; FadD28 FP inh: -3.5; FBA Mtb inh: 3; UGM FP inh: 2.9; Y pestis TopoI: 2; GDH-TPI counter: 0

What do the screens show for `Cc1ccccc1C(=O)NCC(c1ccco1)N1CCc2ccccc21` (stereo unspecified)?
TcdB GH inh: 0.6; PfHsp40 yeast: -1.5; BH1578 lux ind: inactive; FadD28 FP inh: -0.9; FBA Mtb inh: 1; UGM FP inh: 1.2; Y pestis TopoI: -12; GDH-TPI counter: -5

How did CC1Cc2nc(SCC(=O)Nc3ccc4c(c3)OCO4)n(Cc3ccccc3)c(=O)c2S1 (stereo unspecified) do in these assays?
PfHsp40 yeast: 0.2; BH1578 lux ind: inactive; FadD28 FP inh: 2.1; FBA Mtb inh: 6; UGM FP inh: -0.7; Y pestis TopoI: 0; BioA inh: 0.4; GDH-TPI counter: 16

Hits appear at their usual frequency; about 4.6% have a hit in one of these screens.
